# AMPAR-TARP mod – modulators of GluA2-stargazin AMPA receptor complexes, primary screen, cell-based, membrane potential dye; Voltage-dependent calcium channel gamma-2 subunit (Mus musculus) + Glutamate receptor 2 …; HEK293 GluA2+stargazin, membrane potential dye (FDSS), glutamate EC50; hits were called plate by plate, in both directions; calls only at 30 µM; hit rate 3.5% among 40,000; AID 1259245, 2017;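 active = any of four per-well response measures lying three or more SD from its plate-wide compound average, in either direction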
# AMPAR-TARP mod agonism max-min – recorded beside AMPAR-TARP mod, whose call it bears; compound max-min signal; compound-alone response (agonism);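 unitless range of fluorescence divided by baseline over first 100 seconds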
# AMPAR-TARP mod glutamate slope – second read-out of AMPAR-TARP mod, no call of its own (marks repeat the call); glutamate slope, % of max; measured here: glutamate response slope, % max;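 scaled per plate between vehicle wells and maximal 1 mM glutamate control wells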
# * = called active by the depositor; i = inactive; + = active, no number; & = joins results of further samples. Only part of the results is shown; the hit share may differ from the screen's.
entry	molecule	AMPAR-TARP mod	AMPAR-TARP mod agonism max-min	AMPAR-TARP mod glutamate slope
1	COc1ccc(S(=O)(=O)N2CCN=C2SCc2ccc(Cl)cc2Cl)cc1	i	0.092	66
2	COc1ccc(NS(=O)(=O)c2ccc([N+](=O)[O-])cc2)cc1N1CCCCC1=O	i	0.05	52
3	Cn1cccc1C(O)CNC(=O)C(=O)Nc1ccc(C(F)(F)F)cc1 (stereo not drawn)	i	0.15	67
4	COC(=O)c1ccc(OCC(O)CN2CCC(C)CC2)cc1 (stereo not drawn)	i	0.095	58
5	O=C(COc1ccccc1)N1CCN(c2ccc(Nc3ccncc3)nn2)CC1	i	0.32	47
6	O=C(NCCCn1nc(-c2ccc(F)cc2)ccc1=O)c1c(F)cccc1F	i	0.081	60
7	COCc1c(C(=O)Nc2ccc(NC(C)=O)cc2)nnn1-c1cc(C)cc(C)c1	i	0.095	64
8	COc1ccc(N2C(=O)NC3CC2(C)Oc2ccc(OC)cc23)cc1 (stereo not drawn)	i	0.025	49

# Random excerpt: 3 entries already listed, in no set order.
entry	molecule	AMPAR-TARP mod	AMPAR-TARP mod agonism max-min	AMPAR-TARP mod glutamate slope
4	COC(=O)c1ccc(OCC(O)CN2CCC(C)CC2)cc1 (stereo not drawn)	i	0.095	58
5	O=C(COc1ccccc1)N1CCN(c2ccc(Nc3ccncc3)nn2)CC1	i	0.32	47
8	COc1ccc(N2C(=O)NC3CC2(C)Oc2ccc(OC)cc23)cc1 (stereo not drawn)	i	0.025	49

# Carrying on:
entry	molecule	AMPAR-TARP mod	AMPAR-TARP mod agonism max-min	AMPAR-TARP mod glutamate slope
9	Cc1ccccc1N1CC(c2nc3ccccc3n2CC(=O)NC(C)C)CC1=O (stereo not drawn)	i	0.13	62
10	O=C(O)c1cnc2ccccc2c1N1CCOCC1	i	0.091	53
11	Cc1cc(C)n(CCNC(=O)CNC(=O)c2c[nH]c3ccccc23)n1	i	0.1	54
12	Cc1nc(NCC2CCCO2)nc(N2CCOCC2)c1[N+](=O)[O-] (stereo not drawn)	i	0.11	57
13	CCn1ccnc1N1CCN(C(=O)c2ccc(OC)cc2)CC1	i	0.067	69
14	COC1CCN(S(=O)(=O)c2ccc(F)c(Cl)c2)CC1	i	0.11	59
15	Cc1ccc(S(=O)(=O)c2[nH]c(-c3ccccc3)nc2SCC(=O)NCC2CCCO2)cc1 (stereo not drawn)	i	0.089	65
16	COc1ccc(S(=O)(=O)CC(=O)Nc2ccc3c(c2)C(=O)NC3=O)cc1	i	0.026	46
17	CCOC(=O)c1ccccc1NC(=O)CN1N=NC2C(=O)N(c3ccc(OC)c(OC)c3)C(=O)C21 (stereo not drawn)	i	0.084	63
18	O=C(Oc1ccc2c(-c3cc4cc(Br)ccc4oc3=O)cc(=O)oc2c1)C1CC1	i	0.072	48
19	COc1ccc(-c2ccc(=O)n(CCNS(=O)(=O)c3ccc(F)cc3F)n2)cc1	i	0.094	87
20	CC(=O)Nc1ccc(S(=O)(=O)NCCC2=CCCCC2)cc1	i	0.1	54
21	O=C(COc1ccc(F)cc1F)NCCn1nc(-c2cccs2)ccc1=O	i	0.074	62
22	Cn1nc(C2CCN(C(=O)C3(c4cccs4)CCCC3)CC2)n(-c2ccccc2)c1=O	i	0.063	50
23	Cc1ccc(C)c(-c2ccc(SCC(=O)Nc3nccs3)nn2)c1	i	0.031	63
24	COc1ccc(Cl)cc1C(=O)Nn1cnc2c(cnn2-c2cccc(Cl)c2)c1=O	i	0.086	62
25	O=C(CN1CCC(Cn2cnc3ccccc32)CC1)NCc1ccccc1Cl	i	0.061	51
26	O=C(CSc1ccc(NC(=O)c2cccs2)nn1)Nc1ccc(F)c(Cl)c1	i	0.088	38
27	CCOC(=O)N1CCc2c(sc(NC(=O)c3ccc(C)cc3)c2-c2nc3ccccc3s2)C1	i	0.12	72
28	O=C(CCCS(=O)(=O)c1ccc(Cl)cc1)N(Cc1ccccc1)Cc1ccccc1	i	0.062	69
29	CS(=O)(=O)N1CCN(Cc2nnnn2-c2ccc(F)cc2)CC1	i	0.094	67
30	Cc1cccc(N2CCN(C(=O)c3csc(NS(=O)(=O)c4ccccc4)n3)CC2)c1	i	0.077	46
31	Cc1cc(OCCn2c(CN(C)C(=O)c3ccco3)nc3ccccc32)ccc1Cl	i	0.074	66
32	Cc1cc(C(=O)NCCn2ncc3c(N4CCOCC4)ncnc32)no1	i	0.086	72

# Results in sequence from the list.
# AMPAR-TARP mod agonism max-min, nos. 27 to 32 → 0.12, 0.062, 0.094, 0.077, 0.074, 0.086

# More compounds:
entry	molecule	AMPAR-TARP mod	AMPAR-TARP mod agonism max-min	AMPAR-TARP mod glutamate slope
33	COc1ccc(S(=O)(=O)Nc2nc(C(=O)NCCC(C)C)cs2)cc1	i	0.051	41
34	COc1ccc(CNC(=O)Cc2csc(Nc3ccccc3)n2)cc1	i	0.13	69
35	Cc1n[nH]c(C)c1S(=O)(=O)N1CCN(c2ccc(-c3ccccn3)nn2)CC1	+	0.26*	46*
36	COc1cc(NC(=O)c2ccc([N+](=O)[O-])cc2Cl)ccc1N1CCCCC1=O	i	0.098	46
37	Cn1nnc2c(Nc3cccc4ccccc34)ncnc21	i	0.053	39
38	COc1ccc(OCC(=O)Nc2ccc(N3CCCC3=O)c(C)c2)cc1	i	0.085	50
39	COc1ccc(N2C(=O)C3N=NN(CC(=O)Nc4ccccc4Cl)C3C2=O)cc1OC (stereo not drawn)	i	0.094	56
40	CC(=O)c1cccc(S(=O)(=O)N2CCC(COCc3ccc(Cl)cc3)CC2)c1	i	0.1	60
41	Cn1c(=O)c2c(nc(NCc3ccco3)n2Cc2ccc(Cl)cc2)n(C)c1=O	i	0.095	52
42	CSc1ccccc1NC(=O)C(=O)NCC1CCN(C(=O)c2ccccc2F)CC1	i	0.09	55
43	O=C(CN1CCN(S(=O)(=O)N2CCCCC2)CC1)Nc1ccc(Br)cc1	i	0.12	54
44	COCCN1CCC(CNC(=O)C(=O)Nc2ccc(C(C)C)cc2)CC1	i	0.049	55
45	Cc1ccccc1NC(=O)N1CCC(Cn2c(COc3ccccc3)nc3ccccc32)CC1	i	0.068	47
46	CC(=O)Cn1c(=O)c2c(nc3n(-c4cccc(C)c4)c(-c4ccccc4)cn23)n(C)c1=O	i	0.049	62
47	Cc1c(-c2nnc(-c3ccco3)o2)nnn1-c1cccc(Cl)c1	i	0.093	55
48	CCc1ccccc1-n1c(C)cn2c3c(=O)n(CCN4CCOCC4)c(=O)n(C)c3nc12	i	0.092	72

# Of the compounds above, four have an aryl thioether with sulfur outside any ring.
entry	molecule	AMPAR-TARP mod	AMPAR-TARP mod agonism max-min	AMPAR-TARP mod glutamate slope
15	Cc1ccc(S(=O)(=O)c2[nH]c(-c3ccccc3)nc2SCC(=O)NCC2CCCO2)cc1 (stereo not drawn)	i	0.089	65
23	Cc1ccc(C)c(-c2ccc(SCC(=O)Nc3nccs3)nn2)c1	i	0.031	63
26	O=C(CSc1ccc(NC(=O)c2cccs2)nn1)Nc1ccc(F)c(Cl)c1	i	0.088	38
42	CSc1ccccc1NC(=O)C(=O)NCC1CCN(C(=O)c2ccccc2F)CC1	i	0.09	55

# (cont.)
entry	molecule	AMPAR-TARP mod	AMPAR-TARP mod agonism max-min	AMPAR-TARP mod glutamate slope
49	COc1cn(CC(=O)Nc2ccc(C(N)=O)cc2)c(CSc2ncccn2)cc1=O	i	0.048	55
50	COc1ccc(CCC(=O)Nc2ccc3c(c2)N(C(=O)C2CC2)CC3)cc1	i	0.1	73
51	COc1ccc(S(=O)(=O)N2CCCc3cc(NS(=O)(=O)c4cccc(C)c4)ccc32)cc1	+	0.084*	98*
52	CC1(C)C2CCC1(CS(=O)(=O)NC1CCCC1)C(=O)C2 (stereo not drawn)	i	0.076	60
53	COc1ccccc1NC(=O)N1CCC(CNC(=O)/C=C/c2cccs2)CC1	i	0.034	30
54	CC(C)CNC(=O)Cc1csc(Nc2cccc(C(F)(F)F)c2)n1	i	0.13	61
55	Cn1nc(C(=O)N2CCN(Cc3nc(-c4ccc(Cl)cc4)cs3)CC2)ccc1=O	i	0.13	52
56	COc1ccc(NC(=O)CSc2nccn(-c3ccc(OC)cc3)c2=O)cc1	i	0.088	58
57	O=C(NCC1(O)CCOCC1)Nc1ccc(F)cc1	i	0.11	46
58	COc1ccc(C)c2sc(N3CCN(C(=O)c4ccc(S(=O)(=O)C(C)C)cc4)CC3)nc12	i	0.1	60
59	COc1ccc(Cl)cc1NC(=O)NCCc1csc2nc(-c3ccccc3F)nn12	i	0.17	54
60	CN(C)c1ccc(-c2oc3ccccc3c(=O)c2O)cc1	+	0.41*	30*
61	Cc1ccc(Oc2cccc(C(=O)Nc3nccs3)c2)nn1	i	0.074	66
62	O=C(Cc1ccccc1)N1CCC2(CC1)NC(=O)N(CCOc1ccccc1)C2=O	i	0.058	36
63	COc1ccc2nc(N3CC(C(=O)N4CCC5(CC4)OCCO5)C3)sc2c1	i	0.14	82
64	CCOCC(=O)N1CCN(Cc2nnnn2-c2ccc(OCC)cc2)CC1	i	0.092	53
65	COC(=O)c1ccc(Oc2coc3c4c(ccc3c2=O)OCN(C2CC(C)(C)NC(C)(C)C2)C4)cc1	i	0.11	43
66	CCn1nc(C)cc1C(=O)Nc1ccc(S(N)(=O)=O)cc1	i	0.093	46
67	CCC(=O)N1CCCc2cc(NC(=O)c3cc(OC)c(OC)c(OC)c3)ccc21	i	0.12	52
68	Cc1nc(N2CCN(CCO)CC2)nc(N2CCCCC2)c1[N+](=O)[O-]	i	0.1	69
69	CCNC(=O)C(=O)NCC1CCN(Cc2ccco2)CC1	i	0.082	59
70	COc1ccc(OC)c(NC(=O)CCCn2nc(-c3ccco3)ccc2=O)c1	i	0.057	57
71	Cc1ccccc1-c1ccc(SCC(=O)Nc2ccc(F)cc2F)nn1	i	0.036	63
72	Cc1ccc(SCCC(=O)Nc2sc3c(c2-c2nc4ccccc4s2)CCN(C)C3)cc1	i	0.1	59
73	O=C(NCc1ccccc1Cl)C1CCCN(C(=O)NC2CC2)C1 (stereo not drawn)	i	0.09	67
74	CC(=O)c1ccc(NC(=O)C2CCCN(c3ccc(-n4nc(C)cc4C)nn3)C2)cc1 (stereo not drawn)	i	0.064	60
75	Cc1[nH]c(=O)[nH]c(=O)c1CC(=O)Nc1cccnc1	i	0.13	83
76	Cc1cccc(N2C(=O)Nc3ccccc3S2(=O)=O)c1C	i	0.11	49
77	CSCCn1c(=NC(=O)C2CCCN2S(C)(=O)=O)sc2ccccc21 (stereo not drawn)	i	0.053	56
78	Cc1cnc2c(c1SCC(=O)NCc1ccccc1)c(=O)n(C)c(=O)n2C	i	0.052	53
79	CC(C)CS(=O)(=O)NCC1(c2cccs2)CCOCC1	i	0.12	52
80	O=C(NCC1CCN(C(=O)COc2ccccc2)CC1)c1ccccc1Br	i	0.081	67
81	O=S(=O)(NCC1CCN(C2CCCC2)CC1)c1ccc2c(c1)OCCO2	i	0.04	52
82	O=C(NCc1ccco1)c1cc(N2C(=O)CCS2(=O)=O)ccc1Cl	i	0.12	74
83	O=S(=O)(Nc1ccc(O)c(-c2c(O)ccc3ccccc23)c1)c1cccc2ccccc12	i	0.083	32
84	CSc1cccc(NC(=O)Cc2csc(NC(=O)c3ccc(=O)[nH]c3)n2)c1	i	0.074	40
85	Cc1cc(C)c(S(=O)(=O)N2CCCOC2CNC(=O)C(=O)NCCCN2CCOCC2)c(C)c1 (stereo not drawn)	i	0.096	63
86	Cc1c(Cl)cccc1NC(=O)c1ccc(=O)n(Cc2cccc([N+](=O)[O-])c2)c1	i	0.062	52
87	COc1ccc(Cl)cc1-n1nnc(C(=O)Nc2ccc3c(c2)C(=O)OC3)c1C	i	0.12	64
88	O=C(NCCCn1ccnc1)C(=O)NC1CCCCC1	i	0.091	60
89	O=C(Cn1cccn1)Nc1ccc(-n2cnnn2)cc1	i	0.12	51
90	COc1cn(CC(=O)NCc2ccccc2)c(CSc2ccc(C)cc2)cc1=O	i	0.11	39
91	O=C(Nc1nnc(CCSc2ccccc2)o1)c1ccc(Cl)cc1	i	0.1	53
92	CCc1ccccc1NC(=O)CSc1nc2ccsc2c(=O)n1CCc1ccccc1	i	0.097	62
93	CCN1C(=O)C(CC(=O)Nc2ccc(OC)cc2)S/C1=N/S(=O)(=O)c1ccc(C)cc1 (stereo not drawn)	i	0.09&0.046	49&111
94	CCn1nnc2c(N3CCN(CC(=O)Nc4ccc(C)c(Cl)c4)CC3)ncnc21	i	0.04	50
95	O=C(Nn1cnc2c(cnn2-c2ccccc2)c1=O)c1cccc([N+](=O)[O-])c1	i	0.08	67
96	Cc1cccc(Nc2ccc(NCCNC(=O)Nc3ccc(C)c(F)c3)nn2)n1	i	0.03	40
97	CC(=O)Nc1ccc(C(=O)NCCNC(=O)COc2ccccc2)cc1	i	0.077	51
98	Cc1cc(=O)[nH]c(-n2nc(C)c(CCC(=O)Nc3ccc(Cl)cc3)c2C)n1	i	0.11	59
99	COc1ccc(S(=O)(=O)NCCC(=O)N(C)C)cc1N(C)S(=O)(=O)c1ccccc1	i	0.059	68
100	O=C(c1cccc(N2C(=O)CCC2=O)c1)N(CCN1CCOCC1)c1nc2c(Cl)cccc2s1	i	0.07	52
101	Cc1noc(C)c1S(=O)(=O)NCC1(c2cccs2)CCOCC1	i	0.14	46
102	Cc1onc(-c2ccccc2Cl)c1C(=O)NCCn1cnc(-c2ccccc2)cc1=O	i	0.12	52
103	Cc1noc(C)c1S(=O)(=O)Nc1ccc2c(c1)CN(S(=O)(=O)c1ccccc1)CC2	i	0.11	58
104	COc1ccc(NC(=O)Cn2nc3ccc(C(=O)Nc4cccc(C)c4)cn3c2=O)cc1	i	0.088&0.039	47&94
105	Cc1cc(Cl)ccc1OCC(O)CN1CCN(c2ccccc2)CC1 (stereo not drawn)	i	0.054	49
106	COc1ccc(C)cc1S(=O)(=O)NCC(c1cccn1C)N1CCc2ccccc2C1 (stereo not drawn)	i	0.078	64

# From PubChem BioAssay
